Screening results (PubChem BioAssay)
HUVEC inhibit = inhibitors of human endothelial cell proliferation. HUVEC proliferation, CellTiter-Glo luminescence, 72 h; stronger effect = lower value. viability, % at 10 µM (by protocol). 1.1% of 86,000 active. AID 648;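 active means viability at or below 30%; inactive means viability above 30%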;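 further: 100% = median luminescence of DMSO-only cell control wells on each plate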
MT1-MMP txn act = MT1-MMP promoter transcription activation | 0.16% of 86,000 active | activation factor at 10 µM | HT1080 MT1-MMP promoter luciferase reporter, luminescence, overnight; stronger effect = higher value | AID 750;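 active means activation factor of at least 2 for MT1-MMP transcription at 10 µM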
ERa coact inh = blocks coactivator binding to human estrogen receptor alpha; inhibition, % at 25.6 µM; TR-FRET ER-alpha LBD / SRC-1 peptide, estradiol-bound; 1.7% of 86,000 active; AID 629; P03372; in the data active means inhibition above about 50%;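 further: 0% = receptor plus peptide control and 100% = peptide only without receptor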
CD11b adhes enh = increases human CD11b/CD18 adhesion to fibrinogen; P05107+P11215; K562 CD11b/CD18 adhesion to fibrinogen, ATPlite luminescence; activation, % at 10 µM; 0.07% of 93,000 active;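 active means 10 µM primary screen giving 50% or more activity, confirmed by 40% or more on retest at that dose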; further: strong numbers were not always called active
Target sequence (P05107 whole entry, looked up, other chains not shown): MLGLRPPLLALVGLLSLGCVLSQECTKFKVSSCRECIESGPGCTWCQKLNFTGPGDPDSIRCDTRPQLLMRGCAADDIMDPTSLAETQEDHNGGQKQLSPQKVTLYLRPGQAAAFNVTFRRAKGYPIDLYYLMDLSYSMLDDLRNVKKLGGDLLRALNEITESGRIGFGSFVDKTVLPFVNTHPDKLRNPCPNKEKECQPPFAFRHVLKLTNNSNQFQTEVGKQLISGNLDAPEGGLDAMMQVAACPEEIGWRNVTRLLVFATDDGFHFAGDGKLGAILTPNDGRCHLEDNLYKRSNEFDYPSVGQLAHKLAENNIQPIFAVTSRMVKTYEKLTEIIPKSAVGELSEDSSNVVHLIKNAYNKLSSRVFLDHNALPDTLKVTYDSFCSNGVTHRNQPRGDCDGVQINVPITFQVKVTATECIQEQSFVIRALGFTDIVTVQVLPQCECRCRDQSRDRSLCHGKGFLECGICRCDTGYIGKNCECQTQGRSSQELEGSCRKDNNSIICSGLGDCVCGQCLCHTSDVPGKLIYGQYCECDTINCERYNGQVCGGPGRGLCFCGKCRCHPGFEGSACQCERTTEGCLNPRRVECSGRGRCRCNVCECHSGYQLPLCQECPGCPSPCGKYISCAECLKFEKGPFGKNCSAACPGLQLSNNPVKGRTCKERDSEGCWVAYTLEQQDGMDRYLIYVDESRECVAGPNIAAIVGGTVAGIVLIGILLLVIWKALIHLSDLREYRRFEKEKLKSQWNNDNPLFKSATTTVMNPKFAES
H69AR inhibit = blocks growth of human H69AR lung tumor cells; AID 598; viability, % at 10 µM; H69AR lung tumor viability, ATP luminescence, 72 h; stronger effect = lower value; 6% of 85,000 active;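 active means viability at or below 40%; inactive means viability above 40%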;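 further: multidrug resistant small cell line overexpressing MRP-1 efflux transporter; 100% = mean luminescence of untreated control wells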
Lung fibro prol = blocks proliferation of human lung fibroblasts; viability, % at 10 µM; LL 47 human lung fibroblast viability, ATP luminescence; stronger effect = lower value; 1.1% of 85,000 active;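 active means viability at or below 50% in the single dose screen; inactive means viability above 50%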;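 further: compound exposure lasted 72 h before the ATP readout; 100% = median luminescence of untreated cell-only wells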
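Test system: LL 47 human lung fibroblasts / Incubation: 72 h compound exposure at 37 °C after overnight plating / Technique: luminescent ATP detection, CellTiter-Glo / Compound dosing: 0.1% DMSO in all compound wells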
ERb SRC1 inh = ER-beta (human) coactivator binding inhibition. TR-FRET ER-beta LBD / SRC1-Cy5 peptide binding; receptor agonist-loaded with 1 µM estradiol. inhibition, % at 25.6 µM. 1.3% of 86,000 active;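 active means compounds whose percent inhibition of the receptor-coactivator binding signal exceeds about 50% in the single-dose screen, limit read from the data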;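 further: 0% = receptor plus peptide wells without compound and 100% = peptide-only wells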
Smad3 FoxH1 inh = blocks human Smad3 binding to FoxH1 peptide. P84022. TR-FRET Smad3/Dy647-FoxH1 peptide binding, europium anti-His. inhibition, % at 25 µM. 0.29% of 88,000 active. AID 630;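 active means compounds that reduce the energy-transfer binding signal between the protein and its labelled peptide by more than half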;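 further: 0% = Smad3 plus labelled peptide maximal FRET and 100% = peptide-only background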
ERa SRC1 pot = enhances coactivator binding to human estrogen receptor alpha. P03372. TR-FRET ERalpha-LBD/SRC-Cy5 coactivator binding, 2 h; 100 = basal binding, no effect. coactivator binding (% of control), % at 25.6 µM. 1.3% of 86,000 active. AID 639; in the data active means activity above about 200%;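 further: binding measured in presence of low estradiol as agonist stimulus; 0% = peptide alone without receptor and 100% = receptor with peptide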
An asterisk follows results filed as active; . = no result given; [ ] = another dose, or the depositor's remark. An excerpt (hit frequency here may not be typical).

SMILES	HUVEC inhibit	MT1-MMP txn act	ERa coact inh	CD11b adhes enh	H69AR inhibit	Lung fibro prol	ERb SRC1 inh	Smad3 FoxH1 inh	ERa SRC1 pot
Cc1ccc(C(=O)N2CCc3ccccc32)cc1	99	1.8	20	.	91	100	25	-16	88
Cc1c(N2C(=O)SC(CC(=O)O)C2=O)c(=O)n(-c2ccccc2)n1C (centres undefined)	99	1.1	-6	0	93	99	-2	2	108
Cc1cccc(-n2c(N)cc(=O)nc2SCC(=O)Nc2ccccc2)c1	97	.	-3	-1	93	100	-13	7	116[fluorescence artefact?]
COc1ccc(-n2c(COc3ccc(Cl)cc3)nnc2SCc2ccc(C#N)cc2)cc1	90	1.1	-2[fluorescence artefact?]	7	32*	91	2	-13	76
COCCNC(=O)COc1ccccc1C	94	1.1	6[fluorescence artefact?]	-2	93	101	-4[fluorescence artefact?]	7	118
O=C(CSc1ccc2nnc(-c3ccccn3)n2n1)N1CCOCC1	109	1.1	-7	3	107	107	2	1	93
O=C1OCCC1Sc1ncnc2sccc12 (centres undefined)	98	1	9	6	91	104	2	3	100
CN(CC(=O)N1CCCCC1)S(=O)(=O)c1cccc2cccnc12	106	1.1	-2	0	87	91	0	16	99
O=C(Cn1c(-c2cscn2)nc2ccccc21)Nc1ccccc1F	101	1.2	-7	.	88	92	1	-3	129
N=C1N(/N=C/c2ccccc2)C(=Nc2ccccc2)C(=S)N1c1ccccc1	66	2*	0	.	1.6*	62	-4	6	103
O=C(CN1CCN(S(=O)(=O)c2ccccc2)CC1)Nc1ccc2c(c1)OCO2	101	1.2	4[fluorescence artefact?]	5	55	107	3[fluorescence artefact?]	-1	114[fluorescence artefact?]
CC(=O)NC1=NN(C(C)=O)C(c2sccc2C)S1 (centres undefined)	97	0.9	-6	-1	103	100	-2	4	102
Cc1ccc(/C(N)=N/OC(=O)/C=C/c2ccccc2)cc1	98	1.2	33	7	100	95	-4	-5	98
CCn1c(=O)cc(OCC(=O)NCCCN2CCN(c3cccc(Cl)c3)CC2)c2ccccc21	30	1.1	6[fluorescence artefact?]	4	44	68	-1	0	107
CC1CCCC(C)N1C(=O)CSc1nc(N)c(-c2ccccc2)c(=O)[nH]1 (centres undefined)	99	1.2	2[fluorescence artefact?]	1	76	117	8[fluorescence artefact?]	4	97
Cc1ccc(O)c(N=CC2=C(O)c3ccccc3C2=O)c1	77	1.8	26[fluorescence artefact?]	-1	40	82	32[fluorescence artefact?]	30[fluorescence artefact?]	44[fluorescence artefact?]
O=C1c2ccccc2C(=O)N1CCC(c1ccccc1)c1ccco1 (centres undefined)	110	1.3	-4	-1	70	100	8	5	152
COC(=O)C1(C(F)(F)F)N=C(N(C)C)OC(N(C)C)=N1	93	1.1	6	-2	101	109	12[fluorescence artefact?]	16	116
NC(=O)C1CCN(C(=O)c2ccc(CS(=O)(=O)c3c(Cl)cccc3Cl)o2)CC1	108	1	-1	-4	101	97	-6[fluorescence artefact?]	-2	123[fluorescence artefact?]
CC(C)n1c2ccccc2c2nnc(SCC(=O)OCN3C(=O)c4ccccc4C3=O)nc21	97	1.1	28	10	81	95	21	-6	93
CCOC(=O)C1CCCN(CC(O)COc2ccc(OC)cc2C(C)(C)C)C1 (centres undefined)	100	1	-40	1	80	108	-21	2	102
CCn1c(SCc2nc3cc(OC)c(OC)cc3c(=O)[nH]2)nnc1-c1ccncc1	96	1.3	1	2	87	98	-3	10	101
Cn1c(=O)c2c(nc(CN3CCN(c4ccccc4)CC3)n2CCCc2ccccc2)n(C)c1=O	80	1.1	-2	.	78	101	-11	-4	101
CCOc1cc(C(=O)Nc2ccc(S(=O)(=O)Nc3cc(C)on3)cc2)cc(OCC)c1OCC	87	1.1	-8	-3	76	94	-4	-9	115
C=CCn1c(SCc2cc(C(=O)OC)c(C)o2)nnc1-c1ccncc1	101	1.1	-2[fluorescence artefact?]	0	98	.	51*	2	101
COCCNC(=O)CSc1ccc(C)cc1	105	1.1	7	4	93	103	5	-6	107
CCCNC(=O)Cc1ccsc1	100	1.1	1	.	99	101	-5	-5	93[fluorescence artefact?]
CC(C)c1nnc(NC(=O)CCC(=O)NCc2ccc3c(c2)OCO3)s1	93	1	-3	1	84	97	17	0	109
O=C(O)CCC(=O)N1CCN(c2ccccn2)CC1	106	1	3	4	97	98	-4	12	116[fluorescence artefact?]
Cc1cc(C)cc(NC(=O)CN2CCc3ccccc3C2)c1	92	1.1	-11	.	105	102	-1	-3	106

Eleven entries from above, bar-delimited:
compound | HUVEC inhibit | MT1-MMP txn act | ERa coact inh | CD11b adhes enh | H69AR inhibit | Lung fibro prol | ERb SRC1 inh | Smad3 FoxH1 inh | ERa SRC1 pot
Cc1ccc(O)c(N=CC2=C(O)c3ccccc3C2=O)c1 | 77 | 1.8 | 26[fluorescence artefact?] | -1 | 40 | 82 | 32[fluorescence artefact?] | 30[fluorescence artefact?] | 44[fluorescence artefact?]
O=C1c2ccccc2C(=O)N1CCC(c1ccccc1)c1ccco1 (centres undefined) | 110 | 1.3 | -4 | -1 | 70 | 100 | 8 | 5 | 152
COC(=O)C1(C(F)(F)F)N=C(N(C)C)OC(N(C)C)=N1 | 93 | 1.1 | 6 | -2 | 101 | 109 | 12[fluorescence artefact?] | 16 | 116
NC(=O)C1CCN(C(=O)c2ccc(CS(=O)(=O)c3c(Cl)cccc3Cl)o2)CC1 | 108 | 1 | -1 | -4 | 101 | 97 | -6[fluorescence artefact?] | -2 | 123[fluorescence artefact?]
CC(C)n1c2ccccc2c2nnc(SCC(=O)OCN3C(=O)c4ccccc4C3=O)nc21 | 97 | 1.1 | 28 | 10 | 81 | 95 | 21 | -6 | 93
CCOC(=O)C1CCCN(CC(O)COc2ccc(OC)cc2C(C)(C)C)C1 (centres undefined) | 100 | 1 | -40 | 1 | 80 | 108 | -21 | 2 | 102
CCn1c(SCc2nc3cc(OC)c(OC)cc3c(=O)[nH]2)nnc1-c1ccncc1 | 96 | 1.3 | 1 | 2 | 87 | 98 | -3 | 10 | 101
Cn1c(=O)c2c(nc(CN3CCN(c4ccccc4)CC3)n2CCCc2ccccc2)n(C)c1=O | 80 | 1.1 | -2 | . | 78 | 101 | -11 | -4 | 101
CCOc1cc(C(=O)Nc2ccc(S(=O)(=O)Nc3cc(C)on3)cc2)cc(OCC)c1OCC | 87 | 1.1 | -8 | -3 | 76 | 94 | -4 | -9 | 115
C=CCn1c(SCc2cc(C(=O)OC)c(C)o2)nnc1-c1ccncc1 | 101 | 1.1 | -2[fluorescence artefact?] | 0 | 98 | . | 51* | 2 | 101
COCCNC(=O)CSc1ccc(C)cc1 | 105 | 1.1 | 7 | 4 | 93 | 103 | 5 | -6 | 107

Later entries:
SMILES	HUVEC inhibit	MT1-MMP txn act	ERa coact inh	CD11b adhes enh	H69AR inhibit	Lung fibro prol	ERb SRC1 inh	Smad3 FoxH1 inh	ERa SRC1 pot
COc1ccccc1NC(=O)Cn1nnc(-c2ccccc2NC(=O)c2ccco2)n1	39	1.1	-38[fluorescence artefact?]	-3	16*	47*	16	2	84[fluorescence artefact?]
CCOc1cccc(-c2nn3c(-c4cc(C)[nH]n4)nnc3s2)c1	91	1	10	0	43	91	-4	1	90
Cc1[nH]nc2c1C1(CCOC1C)C(C#N)=C(N)O2 (centres undefined)	92	1.1	-12	5	93	103	-20	13	104
Cc1c(NC(=O)c2ccc(COc3ccc4ccccc4c3)o2)c(=O)n(-c2ccccc2)n1C	97	1.4	6[fluorescence artefact?]	-3	95	94	-8	5	111
O=C(CN1CCC(NC(=O)c2ccccc2)CC1)NCc1ccccc1F	99	1.2	-5	0	.	97	-10	-14	127
COC(=O)Cn1c2ccc(F)cc2c2nc(C)sc21	95	1.2	-7	4	74	100	-2	-12	115
Cc1ccc(S(=O)(=O)N(CCO)c2cc3c(s2)CCCC3)cc1	79	1.2	-3	8	96	103	13	0	62
CC(=O)C1=C(O)CCC1=N	103	1	9	-4	98	100	20	-4	78
O=C(NC1=NCCS1)c1cccs1	91	1.4	7[fluorescence artefact?]	-2	88	102	0[fluorescence artefact?]	-7	98
O=C(O)C1CCCN(S(=O)(=O)c2cccs2)C1 (centres undefined)	90	1.3	-24	.	101	96	-25[fluorescence artefact?]	6	100
COc1ccc(C(=O)COC(=O)c2ccco2)cc1	108	1.3	14	1	98	98	8	10	84
CCOc1ccc(N2C(=O)CC(N3CCC(O)(c4ccc(Br)cc4)CC3)C2=O)cc1 (centres undefined)	96	1.1	5[fluorescence artefact?]	-4	93	110	1[fluorescence artefact?]	9	109
COc1ccc(S(=O)(=O)NCC(c2cccnc2)N2CCN(c3ccccc3)CC2)cc1C (centres undefined)	99	.	0	11	101	97	-2	6	103
COc1ccc(CCN2C(=O)C3CC(C)=C(C)CC3C2=O)cc1OC (centres undefined)	83	1.1	-3	0	86	92	-9	0	97
CCC(=O)Nc1cnc(NC(=O)c2cccc(F)c2)cc1C	82	1	-9	.	96	109	-7	16	121
O=C(NC1(C(F)(F)F)N=C2SCCN2C1=O)C1CCCCC1 (centres undefined)	102	1	-2	-4	105	98	-4[fluorescence artefact?]	3	79[fluorescence artefact?]
CCOc1ccc(NC2c3ccccc3C(=O)N2c2ccc(Cl)cn2)cc1 (centres undefined)	82	1.1	-3	.	96	84	8	1	100[fluorescence artefact?]
C#CCn1c(=NC(=O)c2cccs2)sc2cccc(OCC)c21	79	.	10	0	23*	95	9	-10	125
Cc1onc(-c2ccccc2Cl)c1C(=O)OCN1C(=O)c2ccccc2C1=O	101	1	3	1	66	89	10	-8	86
COc1ccc(N2CCN(Cc3oc(CO)cc(=O)c3O)CC2)cc1	92	1.1	2	-4	97	94	-4[fluorescence artefact?]	5	103
CCCCN(CCCNC(=O)c1ccc2nc(N3CCOCC3)sc2c1)Cc1ccccc1	70	1.2	-2	-5	49	93	-8	-7	98
Cc1cc(C)cc(NC(=O)CN2CCN(CCN=CC3=C(O)CC(C)(C)CC3=O)CC2)c1	98	1.4	-9	.	94	98	-8	3	94
CC(C)OC(=O)CCc1nc2ccccc2[nH]c1=O	99	1	-3	1	101	100	13	10[fluorescence artefact?]	100
CCCCCn1c(SCCN2CCOCC2)nc2c1c(=O)[nH]c(=O)n2C	89	1	4	15	84	93	2	-1	99
O=C(CSc1nnc(CNc2ccc(F)cc2)n1Cc1ccco1)N1CCOCC1	94	1.5	-8	-1	106	97	-5[fluorescence artefact?]	-1	93
COc1ccccc1C(=O)Nc1ccccc1C(=O)N1CCCC1	106	1.2	-4	1	102	96	-4	10	117
COc1ccc(CCNC(=O)c2cc(-c3ccc(C)c(C)c3O)n[nH]2)cc1OC	73	1	31	12	79	106	-10	2	130[fluorescence artefact?]
COC(=O)c1ccccc1NC(=O)C1CC(c2ccc(F)cc2)=NO1 (centres undefined)	105	0.9	13[fluorescence artefact?]	7	108	99	9[fluorescence artefact?]	4	158[fluorescence artefact?]
COc1ccc2c(c1)OC1=C(C(=O)CCC1)C2C1=C(O)CCCC1=O (centres undefined)	87	1.1	0	.	99	100	19	1	102
Cc1ccccc1NC(=S)N(C)Cc1cccs1	100	1.1	-3	-2	98	100	-6	15	107
Cc1cc(NC(=O)C2CCCCC2)n(-c2nc3ccccc3[nH]2)n1	68	1.2	18	-2	49	62	7[fluorescence artefact?]	5	91[fluorescence artefact?]
